# phage Ecoli inh: E. coli growth loss with phage present. inhibition, % at 11.9 µM. growth absorbance. 0.26% of 360,000 active; in the data active = inhibition above about 11%
# PKA-R1A activ: activates the PKA-R1A holoenzyme complex; P00514+P68181; PKA-R1A dissociation, Cy5-IP20 fluorescence polarization; scaled: DMSO 0%, 113 µM cGMP 100%; activation, % at 11.4 µM; 0.083% of 340,000 active; AID 504707;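 active = percent activation above the mean of all tested compounds plus 3 SD, cut at about 19% in these data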;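 note: higher means more PKAc released from R1A so a rise in polarization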
# PKA-R2B act: PKA-R2B complex activation. PKA-R2B holoenzyme dissociation, Cy5-IP20 fluorescence polarization; R2B truncated from residue 108, S112A mutant; 0% DMSO only, 100% 113 µM cGMP. activation, % at 11.4 µM. 0.079% of 340,000 active. AID 504700;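 active = activation above a cutoff set at the mean over all compounds plus 3 SD, cut at about 18% in these data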;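 note: higher means more holoenzyme dissociation and a rise in polarization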
# Target sequence (P31323 whole entry, looked up, other chains not shown, the tested form may be a part): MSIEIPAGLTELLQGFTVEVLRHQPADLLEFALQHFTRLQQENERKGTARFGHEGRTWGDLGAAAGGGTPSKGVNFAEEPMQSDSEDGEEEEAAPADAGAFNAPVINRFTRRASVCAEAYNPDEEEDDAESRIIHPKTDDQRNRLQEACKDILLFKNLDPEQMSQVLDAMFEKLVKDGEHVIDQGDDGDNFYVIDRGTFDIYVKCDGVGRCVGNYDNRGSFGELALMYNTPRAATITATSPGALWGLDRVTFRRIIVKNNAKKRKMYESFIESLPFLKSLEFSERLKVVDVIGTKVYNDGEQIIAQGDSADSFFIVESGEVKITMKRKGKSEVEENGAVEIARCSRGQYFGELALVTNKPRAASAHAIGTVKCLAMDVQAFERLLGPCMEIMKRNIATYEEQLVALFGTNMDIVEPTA
# Starred values were filed as active, the others as inactive.
no.	compound	PKA-R2B act	phage Ecoli inh	PKA-R1A activ
1	O=C(CSc1nnc(N2CCCC2)n1-c1cccc(Cl)c1)N1CCN(c2ccccn2)CC1	-6.8	3.2	3.4
2	c1ccc(-c2nnc(SCc3ccncc3)o2)cc1	-2.0	1.7	-4.0
3	CC(C)COC(=O)N(C)C[C@@H]1OCc2cnnn2CCCC(=O)N([C@H](C)CO)C[C@H]1C	-0.6	3.7	-5.5
4	O=C(OCc1cn([C@H]2CN(C(=O)c3cccs3)[C@@H](c3ccccc3)C[C@@H]2O)nn1)c1ccccc1	6.3	1.8	5.9
5	O=C1[C@H]2[C@@H](c3ccccc3)N[C@]3(CCCN(Cc4ccccc4)C3=O)[C@H]2C(=O)N1Cc1ccccc1	-8.6	2.6	-8.1
6	CCC[C@H]1CN(c2ccc(Br)cc2)C(=O)[C@@H]1CC(=O)NC	-1.9	5.2	-1.7
7	COc1ccccc1-c1noc2c1C(=O)N(C(=O)OC(C)(C)C)CC2	-3.1	0.1	-3.1
8	COc1ccc(NC(=O)CCNC(=O)c2ccccc2Cl)cc1S(=O)(=O)N1CCCCC1	-8.3	1.7	-8.4
9	CCOc1ccccc1CNn1cnnc1SCC(=O)NC(C)(C)C	-15.1	2.5	1.7
10	CCc1noc(C)c1C(=O)N1CCCC(Nc2cccc(F)c2)C1 (stereo not drawn)	-7.8	2.1	6.1

# New compounds follow.
no.	compound	PKA-R2B act	phage Ecoli inh	PKA-R1A activ
11	C[C@@H]1CN([C@H](C)CO)C(=O)c2cc(Br)cnc2O[C@H]1CN(C)C(=O)Nc1ccccc1F	-4.9	1.4	-3.1
12	O=[N+]([O-])c1ccccc1SNc1ccccc1	-8.7	5.2	-1.1
13	N#CCSc1ccccc1NC(=O)COC(=O)C1CCN(C(=O)c2ccc(Cl)cc2)CC1	-1.1	-0.5	7.2
14	COc1ccc(N2C[C@H](C)[C@@H](CC(=O)Nc3ccccc3)C2=O)cc1	6.0	4.8	5.1
15	O=C(CCCn1c(=S)[nH]c2cc3c(cc2c1=O)OCO3)NCCc1ccc(Cl)cc1	-3.8	1.0	-3.7
16	CCN1CCN(c2ccc(N3CCN(S(=O)(=O)c4cccc([N+](=O)[O-])c4)CC3)nn2)CC1	-5.3	6.3	6.6
17	Cc1ccc([C@H]2C[C@@H](O)[C@H](n3cc(COC(=O)c4ccccc4)nn3)CN2C(=O)C2CCCCC2)cc1	5.3	-0.4	5.7
18	CCOC(=O)C=Cc1ccc(C(=O)OCC)[nH]1	-4.2	2.8	1.4
19	CC1NC(=O)c2cc3ccccc3cc2-n2c1nc1ccccc1c2=O (stereo not drawn)	1.9	1.8	15.9
20	CCc1cccc(NC(=O)COC(=O)C2COc3ccccc3O2)c1 (stereo not drawn)	-0.5	5.1	-5.0

# Other results follow.
no.	compound	PKA-R2B act	phage Ecoli inh	PKA-R1A activ
21	CN(C)S(=O)(=O)Nc1ccc(Cc2ccncc2)cc1	5.7	1.8	-4.3
22	O=C(Nc1nc2ccc(F)cc2s1)c1ccc([N+](=O)[O-])o1	-0.9	2.4	2.6
23	CN(c1ccccc1)S(=O)(=O)c1ccc(C(=O)Nc2cccc(S(=O)(=O)N3CCOCC3)c2)cc1	2.0	4.2	-0.7
24	O=C(c1ccccc1)N1CCN(c2cc(Cl)nc3cc(-c4cccc(Cl)c4)nn23)CC1	8.0	0.5	-4.8
25	COCCn1c(SCC(=O)Nc2ccc(F)cc2)nc2c(c1=O)SCC2	-9.0	5.5	-12.1
26	CCN(CC)C(=O)C1=C(C)N(Cc2ccc(C(C)(C)C)cc2)C(=O)C(CC(=O)NCCCCc2ccccc2)C1 (stereo not drawn)	-6.1	2.0	-10.6
27	O=C(NNC(=O)c1ccccc1F)c1ccc(-c2ccccc2Cl)o1	-7.3	-0.9	-4.2
28	O=C1C=C(C#Cc2ccc(Oc3ccccc3)cc2)C[C@@H](c2ccc(F)cc2)C1	8.5	-1.5	-1.1
29	CCCCCC(=O)N1C[C@@H](n2cc(C3CC3)nn2)[C@H](O)C[C@@H]1c1ccc(Cl)cc1	-3.0	-0.1	11.2
30	CC(=O)Nc1cccc(C(=O)NNC(=O)c2ccc(NS(=O)(=O)c3cccs3)cc2)c1	4.0	3.4	4.8

# (further entries)
no.	compound	PKA-R2B act	phage Ecoli inh	PKA-R1A activ
31	O=[N+]([O-])c1cnc(Sc2ccncn2)c([N+](=O)[O-])c1	-7.5	-0.2	-9.2
32	Cc1cccc(CN(C)C[C@H]2OCc3cnnn3CCCC(=O)N([C@@H](C)CO)C[C@@H]2C)c1	3.7	0.6	-11.4
33	O=C(NCc1nnnn1-c1ccc(F)cc1)c1ccc2ccccc2c1	-8.0	-0.9	1.3
34	O=C1c2cccc3cccc(c23)C(=O)N1Cc1ccccn1	5.3	-0.1	-2.3
35	C[C@H](CO)N1C[C@H](C)[C@@H](CN(C)Cc2ccccn2)Oc2ncc(-c3ccccc3)cc2C1=O	0.2	0.2	0.8
36	O=C(NCCN1CCOCC1)c1cc(-c2ccccc2)nc2ccccc12	4.1	-0.9	12.3
37	COc1ccc(CN2CCNC(=O)C2CC(=O)N(C)C2CCOCC2)cc1OC (stereo not drawn)	1.0	0.2	-0.5
38	S=c1[nH]c2nc(Cl)c(Cl)nc2[nH]1	1.5	3.6	-8.8
39	COc1ccc(CC(=O)N(C)c2ccccc2)cc1S(=O)(=O)N1CCOCC1	-4.8	-1.6	-7.2
40	COc1ccc(CN(C)C[C@H]2OCCCC[C@@H](C)Oc3ccc(NS(C)(=O)=O)cc3C(=O)N([C@H](C)CO)C[C@@H]2C)cc1	7.0	4.9	-13.0

# A draw from above in order of molecular weight, lowest first.
no.	compound	PKA-R2B act	phage Ecoli inh	PKA-R1A activ
38	S=c1[nH]c2nc(Cl)c(Cl)nc2[nH]1	1.5	3.6	-8.8
31	O=[N+]([O-])c1cnc(Sc2ccncn2)c([N+](=O)[O-])c1	-7.5	-0.2	-9.2
34	O=C1c2cccc3cccc(c23)C(=O)N1Cc1ccccn1	5.3	-0.1	-2.3
33	O=C(NCc1nnnn1-c1ccc(F)cc1)c1ccc2ccccc2c1	-8.0	-0.9	1.3
27	O=C(NNC(=O)c1ccccc1F)c1ccc(-c2ccccc2Cl)o1	-7.3	-0.9	-4.2
36	O=C(NCCN1CCOCC1)c1cc(-c2ccccc2)nc2ccccc12	4.1	-0.9	12.3
39	COc1ccc(CC(=O)N(C)c2ccccc2)cc1S(=O)(=O)N1CCOCC1	-4.8	-1.6	-7.2
37	COc1ccc(CN2CCNC(=O)C2CC(=O)N(C)C2CCOCC2)cc1OC (stereo not drawn)	1.0	0.2	-0.5
29	CCCCCC(=O)N1C[C@@H](n2cc(C3CC3)nn2)[C@H](O)C[C@@H]1c1ccc(Cl)cc1	-3.0	-0.1	11.2
32	Cc1cccc(CN(C)C[C@H]2OCc3cnnn3CCCC(=O)N([C@@H](C)CO)C[C@@H]2C)c1	3.7	0.6	-11.4
24	O=C(c1ccccc1)N1CCN(c2cc(Cl)nc3cc(-c4cccc(Cl)c4)nn23)CC1	8.0	0.5	-4.8
30	CC(=O)Nc1cccc(C(=O)NNC(=O)c2ccc(NS(=O)(=O)c3cccs3)cc2)c1	4.0	3.4	4.8
35	C[C@H](CO)N1C[C@H](C)[C@@H](CN(C)Cc2ccccn2)Oc2ncc(-c3ccccc3)cc2C1=O	0.2	0.2	0.8
23	CN(c1ccccc1)S(=O)(=O)c1ccc(C(=O)Nc2cccc(S(=O)(=O)N3CCOCC3)c2)cc1	2.0	4.2	-0.7
40	COc1ccc(CN(C)C[C@H]2OCCCC[C@@H](C)Oc3ccc(NS(C)(=O)=O)cc3C(=O)N([C@H](C)CO)C[C@@H]2C)cc1	7.0	4.9	-13.0

# Going on with the list.
no.	compound	PKA-R2B act	phage Ecoli inh	PKA-R1A activ
41	CC(C)N1CC2(CC(c3ccccc3F)=NO2)CN1C(=O)c1ccc(C(C)(C)C)cc1 (stereo not drawn)	-1.5	1.4	1.0
42	CC(=NC1CCCCC1)c1ccc(O)cc1O	-0.7	2.4	0.1
43	COc1ccc(CNC(=O)CCNC(=O)N2CC(=O)Nc3ccccc32)cc1	-3.5	3.8	2.8
44	N#Cc1ccccc1S(=O)(=O)N1CCN(Cc2cc3c(cc2Br)OCCO3)CC1	-4.8	3.4	-6.1
45	CC(=NNC(=S)N1CCCCC1)c1ccccn1	-2.5	4.1	0.8
46	CC1CCCC(NC(=O)COC(=O)C2=COCCO2)C1C (stereo not drawn)	-0.4	3.9	-4.2
47	CCCCN1C(=O)C(CC(=O)NCc2cccc3ccccc23)CC(C(=O)N(CC)CC)=C1C (stereo not drawn)	-7.6	2.6	5.5
48	CC1=C(C(=O)N(C)C)CC(CC(=O)NC(c2ccccc2)c2ccccc2)C(=O)N1Cc1ccc(C(C)(C)C)cc1 (stereo not drawn)	-13.5	1.2	-15.1
49	COc1cc(CNC[C@H]2O[C@@H](n3ccc(N)nc3=O)[C@H](O)[C@@H]2O)ccc1OCc1cccc(Cl)c1	-7.7	-1.2	-5.3
50	COc1ccc([C@H]2C[C@@H](n3cc(-c4ccc(F)cc4)nn3)[C@H](O)CN2CC2CCCCC2)cc1	3.3	6.9	-3.4

# The list continues.
no.	compound	PKA-R2B act	phage Ecoli inh	PKA-R1A activ
51	O=C1c2ccccc2S(=O)N1c1cccc(F)c1 (stereo not drawn)	-1.7	3.4	2.2
52	C[C@H](O)[C@@H]1CN2CCc3c([nH]c4ccccc34)[C@@H]2C[C@@H]1N(C)C(=O)Nc1ccccc1	16.8	3.7	0.0
53	COc1ccc2cc(CN(C)C(=O)CN3C(=O)NC4(CCCC4)C3=O)ccc2c1	-3.6	-0.8	-13.6
54	C[C@@H]1Cn2cnc(C(=O)N[C@@H](C)c3ccccc3)c2C(=O)N1	-0.3	0.7	-5.1
55	COc1ccc(CN(C)C(=O)c2cccc(S(=O)(=O)NCc3ccccc3)c2)cc1F	-2.3	1.1	7.3
56	CC1(C)CCCC2(C)C(OCCO)=CC(=O)C=C12 (stereo not drawn)	-8.4	4.3	-0.2
57	C[C@@H]1CN([C@H](C)CO)C(=O)CCCn2nncc2CO[C@H]1CN(C)Cc1cccc(C(=O)O)c1	-6.3	0.9	1.4
58	Cc1cc(C(=O)CCC(=O)N(C)CC2COc3ccccc3O2)c(C)s1 (stereo not drawn)	-4.7	3.6	-4.6
59	CCN(CC)C(=O)C1=C(C)N(CCCN2CCCC2=O)C(=O)C(CC(=O)NCc2cccs2)C1 (stereo not drawn)	5.8	3.0	8.8
60	O=C(O)c1ccccc1-c1ccccc1C(=O)Nc1ccc2oc(=O)c3ccccc3c2c1	3.5	1.3	-2.8

# Further entries follow.
no.	compound	PKA-R2B act	phage Ecoli inh	PKA-R1A activ
61	C[C@H](CO)N1C[C@H](C)[C@@H](CN(C)Cc2ccc(Cl)c(Cl)c2)OCc2cnnn2CCCC1=O	-2.1	1.5	4.9
62	COc1cc(-n2c(C)nc3ncn(-c4ccccc4)c3c2=O)cc(OC)c1OC	6.4	2.1	0.5
63	CN(C)c1ccc(C=Cc2ccnc3c(O)cccc23)cc1	1.3	6.7	-3.9
64	CC1=C(C(=O)N(C)C)CC(CC(=O)NC(c2ccccc2)c2ccccc2)C(=O)N1CCC1=CCCCC1 (stereo not drawn)	-2.0	2.3	-13.1
65	CCCCN1C(=O)C(CC(=O)NCCN2CCOCC2)CC(C(=O)N(C(C)C)C(C)C)=C1C (stereo not drawn)	-10.3	3.5	-4.4
66	O=C1NC(Cc2ccc(O)cc2)c2nc3ccc(F)cc3c(=O)n2-c2cc3ccccc3cc21 (stereo not drawn)	9.8	3.5	0.8
67	CC(C)NC(=O)N(C)C[C@H]1OCc2cnnn2CCCC(=O)N([C@H](C)CO)C[C@@H]1C	3.3	3.2	4.3
68	O=[N+]([O-])c1ccccc1C(=Nc1ccccc1)c1c(O)cc(O)cc1O	-8.8	2.1	-5.3
69	Cc1ccccc1Oc1ccc2c(c1)[C@@H]1C[C@H](N(C)C(=S)Nc3ccc(F)cc3)[C@H]([C@H](C)O)C(=O)N1CC2	-1.8	0.4	-8.5
70	O=c1[nH]c2ccccc2c(=O)c2ccccc12	-6.4	1.8	5.0

# Additional results follow:
no.	compound	PKA-R2B act	phage Ecoli inh	PKA-R1A activ
71	CCOC(=O)c1csc(NC(=O)CCS(=O)(=O)c2ccc(Cl)cc2)n1	2.2	-1.5	-6.0
72	C[C@@H]1CN([C@@H](C)CO)C(=O)c2cc(NS(=O)(=O)c3ccc(F)cc3)ccc2O[C@@H](C)CCCCO[C@H]1CN(C)C(=O)NC1CCCCC1	7.5	2.8	-1.5
73	COc1cccc(COC(=O)CSCC(=O)Nc2ccc(C)cc2)c1OC	1.6	1.2	0.1
74	COc1ccc(C(=O)NCc2ccc(C)cc2)cc1S(=O)(=O)N1CCOCC1	5.5	0.8	0.8
75	C[C@@H]1CN([C@H](C)CO)C(=O)CCCn2cc(nn2)CO[C@H]1CN(C)C(=O)CCC(F)(F)F	-4.2	1.4	-4.9
76	Nc1ccn([C@@H]2O[C@H](CNC(=O)[C@@H](Cc3cn(COCc4ccccc4)cn3)NC=O)[C@@H](O)[C@H]2O)c(=O)n1	-3.3	2.5	-0.4
77	CC1C(=O)N(Cc2cn(CCC3OCCCO3)nn2)CCS(=O)(=O)N1Cc1ccc(-c2cccc(N(C)C)c2)cc1 (stereo not drawn)	-5.5	-0.7	0.3
78	CCN1C(=O)[C@H]2[C@@H](c3ccc(OC)cc3)N[C@]3(CCCN(Cc4ccc(C(F)(F)F)cc4)C3=O)[C@H]2C1=O	-6.1	0.7	-8.7
79	Nc1ccn([C@@H]2O[C@H](CNCc3cnc(N4CCOCC4)s3)[C@@H](O)[C@H]2O)c(=O)n1	3.0	2.1	-3.0

# Bioassay records deposited in PubChem BioAssay by The Scripps Research Institute Molecular Screening Center.

# Not all compounds are listed, so the mix of outcomes need not match the whole.
